Bioassay records (PubChem)
RGS4 pot = RGS4 potentiators or activators, primary screen, cell-based, HEK293 M3R inducible RGS4, calcium flux. carbachol calcium flux Fluo4; hits give low values. B-score at 10 µM. 310,000 compounds, 0.92% hits. AID 463111, 2010;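 active = B-score of the integrated calcium signal more than 4 SD below the library mean, with starting fluorescence not abnormally high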;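 also: negative B-score means reduced calcium response which marks RGS4 activation or potentiation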
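Assay system: HEK293 FlpIn-TREx cells, stable M3R, doxycycline-inducible RGS4 / Probe or stimulus: carbachol, ECmax concentration / Times: overnight RGS4 induction, 30 min dye load 37 °C, 20 min compound RT / Signal: kinetic calcium fluorescence imaging with Fluo4-AM dye, 2 µM / Measure: Agonist-evoked peak-minus-minimum fluorescence over baseline, integrated ratio, B score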
KCNQ1 act = potentiators or activators of KCNQ1 channel, primary screen, cell-based, thallium flux, high-throughput | Potassium voltage-gated channel subfamily KQT member 1 (Homo sapiens), P51787 | CHO-K1 KCNQ1, thallium flux FluxOR fluorescence; hits give high values | B-score at 10 µM | 310,000 compounds, 0.35% hits;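 active = fluorescence ratio B-score, a plate-corrected score, at least three library SD, with initial intensity B-score within 5 SD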
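Test system: CHO-K1 cells stably expressing KCNQ1 / Medium: assay buffer / Also added: depolarizing K+/Tl+ stimulus, K2SO4 and Tl2SO4 each 12.5 mM in 5x stock / Incubation: 90 min dye loading and 20 min compound exposure, both at room temperature / Signal: thallium influx via FluxOR fluorescence, kinetic imaging / Evaluation: B score of baseline-normalized fluorescence ratio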
RGS4 inh = RGS4 inhibitors, primary screen, cell-based, HEK293 M3R inducible RGS4, calcium flux; Regulator of G-protein signaling 4 (Homo sapiens), P49798; 310,000 compounds, 0.45% hits; B-score at 10 µM; AID 463165, 2010; Fluo-4 calcium flux; hits give high values; triggered by carbachol at its EC20;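 active = B-score, a plate-corrected calcium signal, over three deviations above library mean, with baseline fluorescence within five deviations of library mean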;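 also: RGS4 expression induced by doxycycline in cells with stable M3 receptor; B-score is computed from the integrated fluorescence ratio over baseline after carbachol; higher B-score means a larger calcium signal and so more RGS4 inhibition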
Target sequence (P49798 whole entry, looked up): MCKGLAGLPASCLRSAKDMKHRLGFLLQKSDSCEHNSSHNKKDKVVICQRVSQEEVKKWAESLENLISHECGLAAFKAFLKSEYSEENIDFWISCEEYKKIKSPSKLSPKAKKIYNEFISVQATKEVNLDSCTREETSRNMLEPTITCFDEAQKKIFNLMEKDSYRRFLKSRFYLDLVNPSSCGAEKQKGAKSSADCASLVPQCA
KCNK3 inh = human KCNK3 channel inhibitors, primary screen, CHO cells, FluxOR thallium flux, B-score. Potassium channel subfamily K member 3 (Homo sapiens), O14649. FluxOR fluorescence; hits give low values. B-score at 10 µM. 340,000 compounds, 0.84% hits. AID 602410, 2012;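 active = B-score under library mean minus 4 SD, starting fluorescence ratio at most library mean plus 5 SD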;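 also: more negative B-score means stronger inhibition of thallium flux through KCNK3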
Target sequence (O14649 whole entry, looked up): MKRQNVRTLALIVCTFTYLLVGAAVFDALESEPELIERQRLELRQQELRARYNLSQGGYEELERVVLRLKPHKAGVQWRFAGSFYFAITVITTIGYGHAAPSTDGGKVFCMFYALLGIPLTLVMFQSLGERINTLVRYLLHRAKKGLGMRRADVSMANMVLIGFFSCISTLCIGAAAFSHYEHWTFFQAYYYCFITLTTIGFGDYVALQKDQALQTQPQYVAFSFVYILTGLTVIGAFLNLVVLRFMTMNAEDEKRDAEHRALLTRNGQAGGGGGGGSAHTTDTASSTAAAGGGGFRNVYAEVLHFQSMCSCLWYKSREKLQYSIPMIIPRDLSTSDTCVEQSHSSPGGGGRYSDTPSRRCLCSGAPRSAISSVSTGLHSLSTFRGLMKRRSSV
KCNQ1 inh = inhibitors of human KCNQ1 channel, primary screen, cell-based, thallium flux, high-throughput | Potassium voltage-gated channel subfamily KQT member 1 (Homo sapiens), P51787 | CHO-K1 KCNQ1, FluxOR thallium flux fluorescence; hits give high values | B-score at 10 µM | 310,000 compounds, 1.3% hits | AID 2642, 2010;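 active = compounds whose thallium flux B-score, printed positive for inhibition, exceeds three library SD while starting fluorescence stays within three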;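 also: channel opened by potassium depolarization with thallium stimulus after 20 min compound exposure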
hERG rescue = hERG rescue from dofetilide block, primary screen, cell-based, CHO-hERG, FluxOR thallium flux, dofetilide IC70; Voltage-gated inwardly rectifying potassium channel KCNH2 (Homo sapiens), Q12809; dofetilide IC70 present; activation (rescue from dofetilide block), less the hit threshold, % at 10 µM; 310,000 compounds, 0.51% hits; AID 1511, 2009;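 active = activation above the mean of controls blocked by dofetilide plus 5 SD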;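 also: thallium influx through hERG after potassium depolarization seen as dye fluorescence rise; in these data hits start at about 4.7%; inactives centre near -7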
SKKanGAS inh = S. pyogenes SKKanGAS growth inhibitors in kanamycin, primary screen, streptokinase expression inhibitor project, SKKanGAS strain, BacTiter-Glo luminescence | 6 h | inhibition, % at 7.5 µM | 300,000 compounds, 1.3% hits | AID 1662, 2009;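 active = mean replicate score, as percent of positive control median, at least 50; inconclusive = mean below 50 but one replicate at or above 50; inactive = mean and every replicate below 50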;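 also: strain carries kanamycin resistance gene driven by streptokinase promoter and grows in 40 µg/ml kanamycin; loss of luminescence reflects streptokinase promoter inhibition or plain growth inhibition; 0% = median of DMSO wells and 100% = positive control at its reference dose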
ANO1 activ = TMEM16A chloride channel activators or potentiators, primary screen, cell-based, HTS; 340,000 compounds, 0.3% hits; Anoctamin-1 (Mus musculus), Q8BHY3; B-score at 10 µM; HEK293 TMEM16A/YFP-H148Q/I152L, iodide quench fluorescence; hits give low values;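 active = fluorescence-ratio B-score plate-corrected deviation score at least 3 library SD below zero, with starting fluorescence score within 5 deviations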;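 also: channel opened by trigger with iodide after compound preincubation; score built on the fluorescence ratio of max minus min over baseline; more negative score means more quench and so TMEM16A activation or potentiation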
HDAC3 inh = HDAC3 deacetylase inhibitors, primary screen, biochemical, fluorescence, cell-free homogeneous. Histone deacetylase 3 (Homo sapiens), O15379. recombinant HDAC3, fluorogenic peptide/trypsin coupled. inhibition, % at 8.3 µM. 320,000 compounds, 0.15% hits. AID 2718, 2010; in the data active = inhibition above about 26%, passing the limit was not always enough; inconclusive = no clear call, values can overlap the other calls
KCNK9 inh = KCNK9 potassium channel inhibitors, primary screen, HEK293 cells, thallium flux | Potassium channel subfamily K member 9 (Homo sapiens), Q9NPC2 | FluxOR thallium flux fluorescence; hits give low values | B-score at 10 µM | 310,000 compounds, 1.2% hits;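 active = ratio B-score over 3 SD below the library mean, with starting fluorescence within 5 SD of its mean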;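 also: negative B-score means less thallium flux so channel inhibition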
Target sequence (Q9NPC2 whole entry, looked up): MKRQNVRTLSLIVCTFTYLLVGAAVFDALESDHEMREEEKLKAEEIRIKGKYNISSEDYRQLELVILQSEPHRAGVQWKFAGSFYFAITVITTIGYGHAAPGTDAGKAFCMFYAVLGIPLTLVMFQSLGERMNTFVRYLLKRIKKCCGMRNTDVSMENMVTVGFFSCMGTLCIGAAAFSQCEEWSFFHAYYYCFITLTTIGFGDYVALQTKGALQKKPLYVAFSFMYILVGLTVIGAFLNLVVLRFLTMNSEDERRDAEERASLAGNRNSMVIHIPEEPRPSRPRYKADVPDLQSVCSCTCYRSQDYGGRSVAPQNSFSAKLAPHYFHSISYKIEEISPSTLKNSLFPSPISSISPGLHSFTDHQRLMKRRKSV
TMEM16A inh = TMEM16A chloride channel inhibitors, primary screen, cell-based, HTS; 310,000 compounds, 1.2% hits; HEK293 TMEM16A/YFP iodide influx fluorescence, ionomycin; Anoctamin-1 (Mus musculus), Q8BHY3; normalized B-score (activity score, 25-100; higher = stronger inhibition) at 10 µM;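 active = ratio plate-corrected score three or more library SD toward inhibition, starting fluorescence score within five deviations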;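 also: score derived from kinetic fluorescence span divided by baseline fluorescence per well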
* = called active by the depositor; i = inactive; u = inconclusive; x = not tested or not shown.

Values in the order – RGS4 pot	KCNQ1 act	RGS4 inh	KCNK3 inh	KCNQ1 inh	hERG rescue	SKKanGAS inh	ANO1 activ	HDAC3 inh	KCNK9 inh	TMEM16A inh
> COc1ccc(C2C3=C(OC(C)=O)c4ccccc4C3=Nc3c2c(=O)n(C)c(=O)n3C)cc1 (stereo not drawn)
    i	i	i	i	i	-8	9	i	4	i	i
> CSCCC(NC(=O)COc1ccccc1)C(=O)O (stereo not drawn)
    i	i	i	i	i	-9	-1	i	1	i	i
> O=C(COc1ccc(S(=O)(=O)N2CCOCC2)cc1)Nc1ccccc1F
    i	i	i	i	i	-12	-2	i	x	i	i
> COc1ccc(C(C)NC(=O)C2C(=O)NC3(C)CC2c2ccccc2O3)cc1 (stereo not drawn)
    i	i	i	i	i	0	-7	i	u	i	i
> CN(C)c1cccc2c1c(NC(=O)c1ccc(F)cc1)nn2C
    i	i	i	i	i	-9	6	i	0	i	i
> O=C(NNS(=O)(=O)c1ccc(Br)cc1)NC1CCCCC1
    i	i	i	i	i	-7	2	i	1	i	i
> O=C(O)CCN1C(=O)CC2(CCCCC2)C1=O
    i	i	i	i	i	-6	-6	i	-5	i	i
> O=C(CNC(=O)C1COc2ccccc2O1)N/N=C/c1cc(Br)c(O)c(Br)c1 (stereo not drawn)
    i	i	i	i	i	-12	48	i	1	i	i
> COCc1cc(C)nc(N2CCN(c3ccccc3)CC2)c1C#N
    i	i	i	i	i	-11	2	i	-4	i	i
> COC(=O)c1cc(C#N)c(Oc2ccc(F)cc2)nc1C
    i	i	i	i	i	2	-3	i	12	i	i
> CCOC(=O)Cc1csc(NC(=O)CCC(=O)O)n1
    i	i	i	i	i	-3	0	i	2	i	i
> COc1ccc(-n2c(SCC3CNC(=O)O3)nnc2-c2ccc(Cl)cc2)cc1 (stereo not drawn)
    i	i	i	i	i	-2	4	i	2	i	i
> O=C(c1cccc(C(F)(F)F)c1)c1c[nH]c(C(=O)NCC2CCCO2)c1 (stereo not drawn)
    i	i	i	i	i	1	-2	i	7	i	i
> CC(C)C(=O)Nc1cccnc1
    i	i	i	i	i	-1	-6	i	-4	i	i
> N#Cc1c(NC(=O)CCC(=O)O)sc2c1CCCCC2
    i	i	i	i	i	-12	2	i	6	i	i
> COCC(=O)Nc1nc(-c2ccc(-c3ccccc3)cc2)cs1
    i	i	i	i	i	2	0	i	-4	i	i
> CC(C)C[C@H](NC(=O)c1nc[nH]c1C(=O)N1CCC(C)CC1)C(=O)OCc1ccccc1
    i	i	i	i	i	-3	-4	i	16	i	i
> O=C(Nc1ccc(Cl)cc1)Nn1cnc2ccccc2c1=O
    i	i	i	i	i	-10	-10	i	-4	i	i
> CC(C)NCc1nnc(-c2ccc(Cl)cc2)o1
    i	i	i	i	i	2	1	i	-1	i	i
> Cc1cc(C)n(CCOc2nonc2N)n1
    i	i	i	i	i	-3	-2	i	4	i	i

Next compounds.
Values in the order – RGS4 pot	KCNQ1 act	RGS4 inh	KCNK3 inh	KCNQ1 inh	hERG rescue	SKKanGAS inh	ANO1 activ	HDAC3 inh	KCNK9 inh	TMEM16A inh
> O=C(CN1CCC(Cc2ccccc2)CC1)Nc1ccc2c(c1)OCCO2
    i	i	i	x	i	-8	-8	x	-4	i	i
> CC1(C)Cc2c(sc3nc(NCCN4CCOCC4)n4ncnc4c23)CO1
    i	i	i	i	i	-9	-2	i	1	i	i
> O=C(CCC(=O)N1CCOc2ccccc21)N1CCN(c2ccccc2)CC1
    i	i	i	i	i	-5	-8	i	3	i	i
> COc1ccccc1-c1nc2s/c(=C\c3cccs3)c(=O)n2n1
    i	i	i	i	i	-5	22	i	-4	i	i
> O=C(COC(=O)Cn1cnc2ccccc2c1=O)Nc1ccc(Cl)cc1
    i	i	i	i	i	-10	x	i	-10	i	i
> COc1ccc(N(CC(=O)N/N=C/c2ccc(-c3ccc([N+](=O)[O-])cc3)o2)S(=O)(=O)c2ccc(C)cc2)cc1Cl
    i	i	i	i	i	1	9	i	-2	i	i
> Cc1ccc(N/C(N)=N/c2nc(C)cc(N3CCCCC3)n2)c(C)c1
    i	i	i	-12*	10*	-23	-8	-6.3*	-4	i	100*
> O=C(NCCc1c[nH]c2ccccc12)C(=O)NCC1OCCCN1S(=O)(=O)c1cccs1 (stereo not drawn)
    i	i	i	i	i	-14	4	i	-2	i	i
> Nc1ccc(C(=O)OCC(=O)Nc2cc([N+](=O)[O-])ccc2F)cc1
    i	i	i	i	i	-6	-8	i	-1	i	i
> CCn1c(SCC(=O)N2CCC(C)CC2)nc2c(c1=O)SC(C)C2 (stereo not drawn)
    i	i	i	i	i	-5	-1	i	1	i	i
> COC(=O)c1cccc(NC(=O)C23CC4CC(C2)CC(n2cncn2)(C4)C3)c1
    i	i	i	i	i	-16	4	i	-1	i	i
> COc1ccccc1CNc1ccc(C(=O)O)cc1
    i	i	i	i	i	-4	-2	i	-3	i	i
> CC1CCC/C(=N\NC(=O)c2ccncc2)C1 (stereo not drawn)
    i	i	i	i	i	-10	-3	i	1	i	i
> Cc1cc(OCC(=O)O/N=C(\N)Cc2cccs2)ccc1Br
    i	i	i	i	i	-4	45	i	1	i	i
> O=C(CCN1C(=O)COc2ccccc21)NCCN1CCOCC1
    i	i	i	i	i	0	8	i	-9	i	i
> O=C(Nc1ccccc1)C(=O)c1cn(CC(=O)N2CCCCC2)c2ccccc12
    i	i	i	i	i	-12	-4	i	-2	i	i
> CC(C)C(=O)Nc1c2c(nc3c1CCC3)CCCC2
    i	i	i	i	i	-5	5	i	-2	i	i
> Cc1ccccc1-c1ccc(=O)n(CC(=O)Nc2ccc(C(=O)N3CCCC3)cc2)n1
    i	i	i	i	i	-5	-3	i	-3	i	i
> Cc1cc(NS(=O)(=O)c2ccc(NC(=S)NC(=O)/C=C/c3ccccc3)cc2)no1
    i	i	i	i	i	-1	13	i	6	i	i
> CCOC(=O)c1cnn(-c2ccccc2)c1NC(=O)CCl
    i	i	i	i	i	-5	4	i	-5	i	i

Next section.
Values in the order – RGS4 pot	KCNQ1 act	RGS4 inh	KCNK3 inh	KCNQ1 inh	hERG rescue	SKKanGAS inh	ANO1 activ	HDAC3 inh	KCNK9 inh	TMEM16A inh
> COc1cc([N+](=O)[O-])ccc1-c1ccc(/C=N/NC(=O)OC(C)(C)C)o1
    i	i	i	i	i	-8	7	i	-6	i	i
> COCCOC(=O)C1=C(C)NC(=O)NC1C1CC=CCC1 (stereo not drawn)
    i	i	i	i	i	-3	-7	i	-1	i	i
> COc1ccccc1/C=C1\SC(=S)N(C(C(=O)O)c2ccccc2)C1=O (stereo not drawn)
    i	i	i	i	i	-17	16	i	8	i	i
> O=C(Nc1nonc1NC(=O)C1CCCCC1)C1CCCCC1
    i	i	i	i	i	2	7	i	-5	i	i
> Cc1ccc(NC(=O)CSc2nc3c([nH]c4ccccc43)c(=O)n2C)cc1
    i	i	i	i	i	-6	-9	i	3	i	i
> CC/C(C)=N/Nc1nc2c(c(=O)[nH]c(=O)n2C)n1CCc1ccccc1
    i	i	i	i	i	-5	-3	i	-5	i	i
> CN(C)c1ccc(/C=N/Nc2ccc(-n3ccnc3)nn2)cc1
    i	i	i	i	i	-9	-4	i	3	i	i
> CCN1CCN(c2ccc(NC(=O)COc3ccccc3Cl)cc2)CC1
    i	i	i	i	i	-4	0	i	-2	i	i
> CC(C)c1ccc(N(CC(=O)NCc2ccc(F)cc2)C(=O)c2snc(C(N)=O)c2N)cc1
    i	i	i	i	i	-6	4	i	-10	i	i
> CCN(CC)C(=O)CSc1ccc(C(F)(F)F)cc1[N+](=O)[O-]
    i	i	i	i	i	-5	2	i	4	i	i
> CCc1ccc(OCC(=O)NCC(c2ccc(Cl)cc2)N2CCCCC2)cc1 (stereo not drawn)
    i	i	i	i	i	-10	4	i	0	i	i
> COc1ccc(OC)c(NC(=O)Cn2c(CCC(=O)O)ccc2-c2ccc(C)cc2)c1
    i	i	i	i	i	-10	9	i	-1	i	i
> CCN(CC)C(=O)CCCSc1nnc(Nc2ccccc2F)s1
    i	i	i	i	i	-6	-5	i	4	i	i
> O=C1C=C(NC2CC2)C2(CCCCC2)O1
    i	i	i	i	i	-8	0	i	6	i	i
> COc1cccc(N(CC(=O)Nc2ccccc2C)S(C)(=O)=O)c1
    i	i	i	i	i	1	-4	i	-3	i	i
> CCOC(=O)N1CCN(Cc2cc(=O)oc3ccc4ccccc4c23)CC1
    i	i	i	i	i	-7	-8	i	-12	i	i
> CN(CC(=O)Nc1cccc(F)c1)C(=O)c1ccncc1
    i	i	i	i	i	-3	3	i	2	i	i
